Screening results (PubChem BioAssay)
CHT inh = inhibitors of human choline transporter CHT. High affinity choline transporter 1 (Homo sapiens), Q9GZV3. CHT-expressing cells, membrane potential dye, choline response; active compounds read low. B-score at 10 µM. actives 0.86% (n = 310,000);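 active = B-score over 3 SD under the library average, and starting fluorescence ratio not unusually high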;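 note: choline stimulus applied at its EC90 after an EC20 pre-addition; B-score computed on integrated fluorescence ratio after choline addition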
Target sequence (Q9GZV3 whole entry, looked up): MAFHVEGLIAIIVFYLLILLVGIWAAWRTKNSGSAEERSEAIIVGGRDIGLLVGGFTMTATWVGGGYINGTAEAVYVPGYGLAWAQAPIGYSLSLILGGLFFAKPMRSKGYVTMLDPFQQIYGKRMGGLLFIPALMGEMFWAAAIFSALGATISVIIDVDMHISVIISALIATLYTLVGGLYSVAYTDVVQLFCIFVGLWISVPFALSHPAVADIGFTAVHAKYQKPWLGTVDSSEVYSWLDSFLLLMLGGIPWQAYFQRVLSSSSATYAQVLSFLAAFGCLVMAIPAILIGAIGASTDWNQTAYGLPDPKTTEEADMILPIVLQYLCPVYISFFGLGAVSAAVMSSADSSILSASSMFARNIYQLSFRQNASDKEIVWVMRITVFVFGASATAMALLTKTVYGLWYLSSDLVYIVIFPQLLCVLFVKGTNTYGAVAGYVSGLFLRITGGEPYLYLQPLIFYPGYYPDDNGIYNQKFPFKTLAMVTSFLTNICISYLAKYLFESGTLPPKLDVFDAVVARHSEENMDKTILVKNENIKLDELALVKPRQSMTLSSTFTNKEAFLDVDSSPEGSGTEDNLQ
CHT allo act = CHT positive allosteric modulators, primary screen, cell-based, membrane potential dye, choline EC20; B-score at 10 µM; actives 0.49% (n = 310,000); CHT-expressing cells; active compounds read high; LV-AA mutant CHT in HEK293 cells; High affinity choline transporter 1 (Homo sapiens), Q9GZV3; AID 488977, 2010;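 active = initial fluorescence not abnormally high and integrated response B-score, plate-corrected, over 3 SD above library mean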
STK33 inh = inhibitors of purified STK33 kinase, primary screen, biochemical, ADP-Glo luminescence, homogeneous, cell-free; Serine/threonine-protein kinase 33 (Homo sapiens), Q9BYT3; MBP phosphorylation; inhibition, % at 10 µM; actives 0.073% (n = 320,000);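 active = inhibition at or above 25%, using the most active replicate where run in duplicate; inactive = inhibition below 25%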
Target sequence (Q9BYT3 whole entry, looked up): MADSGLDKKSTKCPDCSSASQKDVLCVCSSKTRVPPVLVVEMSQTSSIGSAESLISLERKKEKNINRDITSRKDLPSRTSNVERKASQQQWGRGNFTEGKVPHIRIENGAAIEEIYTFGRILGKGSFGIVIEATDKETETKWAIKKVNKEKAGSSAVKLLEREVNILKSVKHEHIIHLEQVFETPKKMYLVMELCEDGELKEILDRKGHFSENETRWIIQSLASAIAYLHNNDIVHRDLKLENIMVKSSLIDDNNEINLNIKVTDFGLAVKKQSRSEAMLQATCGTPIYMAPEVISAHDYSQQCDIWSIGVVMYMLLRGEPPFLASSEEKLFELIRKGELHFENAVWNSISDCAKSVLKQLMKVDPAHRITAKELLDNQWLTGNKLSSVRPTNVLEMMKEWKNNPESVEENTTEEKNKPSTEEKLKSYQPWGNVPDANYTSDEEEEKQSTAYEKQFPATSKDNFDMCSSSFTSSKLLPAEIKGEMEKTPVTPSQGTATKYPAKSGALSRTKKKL
* = called active by the depositor; i = inactive; · = not tested or not shown; & = joins results of further samples.

Value order: CHT inh	CHT allo act	STK33 inh
- N#Cc1ccc(Cn2cc(C(=O)c3ccco3)c3ccccc32)cc1
    i	i	0.0
- COC(=O)c1ccc(CN2CCSC2=N)cc1
    i	i	-0.4
- CCOP(=O)(OCC)C(NS(=O)(=O)c1ccccc1)C(Cl)(Cl)Cl (stereo not drawn)
    i	i	-1.5
- S=c1[nH]c2ccccc2[nH]1
    i	i	0.4
- Cc1ccc(-n2c(O)c(/C=N/NC(=O)c3ccncc3)c(=O)[nH]c2=O)cc1C
    i	i	5.9
- C=C1C2C[C@H](O)C(C)(C)[C@@]2(O)[C@H](O)C[C@]23C[C@@](C)(O)[C@H](CC[C@H]12)[C@H]3OC(C)=O (stereo partly drawn)
    i	i	-1.9
- C[N+]1(CC(COCc2ccccc2)OC(=O)Cc2ccccc2)CCOCC1 (stereo not drawn)
    i	i	-2.4
- CC(C)(O)[C@@H]1[C@H]2OC(=O)[C@@H]1[C@]1(O)C[C@H]3O[C@]34C(=O)O[C@H]2[C@]14C (tested in a mixture with another compound)
    i	i	0.2
- COc1ccc2c(c1)CC1(CN2C)C(=O)NC(=O)N(c2ccc(C)cc2)C1=O (stereo not drawn)
    i	i	0.7
- Cc1nn(C)cc1/C=C1/CC2C3CC=C4CC(O)CCC4(C)C3CCC2(C)C1=O (stereo not drawn)
    i	i	-1.1
- CCCc1nc2ccccc2c(=O)n1-c1cccc(OC)c1
    i	i	-1.2
- Cc1cccc(C)c1N1CCN(c2c(C)cccc2C)CC1
    i	i	-0.7
- CNCCc1c[nH]c2ccc(O)cc12
    i	i	-1.1
- O=C(NCCCN1CCOCC1)C(Cl)(Cl)Cl
    i	i	-2.2
- O=c1c2ccccc2nc(CNc2ccccc2)n1-c1ccccc1
    i	i	-0.8
- CNC(=O)O/N=C(\N)Cc1csc2ccc(Cl)cc12
    i	i	-0.5
- COc1ccc(O)c2c(=O)c3c(OC)cc4c(c3oc12)C1C=COC1O4 (stereo not drawn)
    i	i	0.6
- COC(=O)C[C@]1(C(=O)OC)CN(C#N)N(c2ccc(Cl)cc2)C12c1ccccc1-c1ccccc12
    i	i	-1.3
- CCOC(=O)C1(CCCc2ccccc2)CCN(C2CCC2)CC1
    i	i	0.0
- CCn1ccnc1CN1CCCC(C(=O)c2ccc(OC)cc2OC)C1 (stereo not drawn)
    i	i	-0.4
- NNCc1cccc(O)c1
    i	i	1.3
- CN(C)CC1CCCCC1OC(=O)c1ccc(Cl)c(Cl)c1 (stereo not drawn)
    i	i	-0.2
- Cc1oc(-c2ccc(F)cc2F)nc1CN1C[C@@H]2C[C@@H](C1)c1cccc(=O)n1C2
    i	i	-0.2
- CCCCn1c(=O)c(C(=O)Nc2ccccn2)c(O)c2ccccc21
    i	i	-2.7
- CCCCCCn1c(=O)c(C(=O)Nc2c(C)n(C)n(-c3ccccc3)c2=O)c(O)c2ccccc21
    i	i	-0.7
- O=C(Nc1ccccc1)Oc1ccccc1
    i	i	-1.0
- CN1C(=O)C(=Cc2ccc(Sc3ccccc3)o2)C(=O)N(C)C1=O
    i	i	2.3
- CCn1c(=O)cc(OCC(=O)N2CCC3(CC2)OCCO3)c2ccccc21
    i	i	-0.3
- CC(Cc1ccccc1)[n+]1cc(/N=C(\[O-])N(C)C)on1 (stereo not drawn)
    i	i	-2.5
- Cc1ccnc(-n2c(C)cc(/C=C3\C(=O)NC(=S)N(C)C3=O)c2C)c1
    i	i	-0.1
- CCC1C(C#N)=C(N)Oc2c1c(=O)oc1ccccc21 (stereo not drawn)
    i	i	-1.4
- O=C1NC(=S)N(C2CC2)C(=O)/C1=C/c1ccc2c(c1)CCN2CCCCl
    i	i	0.4
- CN[C@@H](C)[C@@H](O)c1ccccc1
    i	i	-1.0
- CN1C(=O)N(C)C(=O)C2(Sc3ccccc3C2=O)C1=O
    i	i	-2.6
- Cc1cc(Cl)ccc1OC(C)C(=O)O (stereo not drawn)
    i	i	-0.1
- Cc1ccc(-n2c(O)c(/C=N/c3ncc(Br)cc3Br)c(=O)[nH]c2=O)cc1
    i	i	8.2
- CN1CCC2(O)OCCCC2C1 (stereo not drawn)
    i	i	-2.3
- CCOc1cc(C(=O)N2CCC3(CC2)OCCO3)cc(OCC)c1OCC
    i	i	1.0
- C=CCN1C(=O)NC(=O)/C(=C/c2ccoc2)C1=O
    i	i	4.7
- Cc1ccc(C2(O)CCN3CCCCC32)cc1 (stereo not drawn)
    i	i	1.6
- COC(=O)C1=C(c2cc3ccccc3s2)C[C@@H]2CC[C@H]1N2C(=O)NCc1ccc(F)cc1
    i	i	-1.0
- CCC(=NCCCO)c1c(O)n(-c2ccc(OC)cc2)c(=O)[nH]c1=O
    i	i	0.2
- COC(=O)c1cccc(N=Cc2c(O)n(Cc3ccc(F)cc3)c(=O)[nH]c2=O)c1
    i	i	-0.2
- O=C(Nc1nccs1)C(Cl)(Cl)Cl
    i	i	-1.4
- CC(C)c1ccc(C2N3CCCN23)cc1 (stereo not drawn)
    i	i	-0.4
- Cc1cc2ccccn2c1C(C[N+](=O)[O-])c1c(F)cccc1Cl (stereo not drawn)
    i	i	-0.5
- CCCCn1c(O)c(C(CC)=NCc2ccc3c(c2)OCO3)c(=O)[nH]c1=O
    i	i	-1.0
- CCOC(=O)c1c(-n2c(C)cc(C=C3C(=O)NC(=S)NC3=O)c2C)sc2c1CCCC2
    i	i	-2.8
- CC(=O)O[C@@]12CO[C@@H]1C[C@H](O)[C@@]1(C)C(=O)[C@H](O)C3=C(C)[C@@H](O)C[C@@](O)([C@@H](OC(=O)c4ccccc4)C12)C3(C)C (stereo partly drawn)
    i	i	-1.6
- CCC1(CC)C(=O)C=CNC1=O
    i	i	0.3
- C=CCn1c(O)c(C=Nc2ccc(N(CC)CC)cc2)c(=O)[nH]c1=O
    i	i	-2.6
- O=C(c1ccccc1)c1cn(CC(=O)N2CCOCC2)c2ccccc12
    i	i	-3.2
- Cc1nc(Cl)sc1C(=O)Nc1ccc2ccccc2c1
    i	i	0.6
- Cc1c2cnn(CC(=O)N3CCC4(CC3)OCCO4)c(=O)c2c(C)n1Cc1cccc(Cl)c1
    i	i	0.5
- O=c1[nH]c(O)c(C=Nc2ccc(F)c(Cl)c2)c(=O)[nH]1
    i	i	-0.6
- Cc1cc(C)[n+](C2C3CC4CC(C3)CC2C4)o1 (stereo not drawn)
    i	i	0.0
- C[C@]12CCC(=O)C=C1CCC1C2CC[C@@]2(C)C1CC[C@@]2(O)CC#N (stereo partly drawn)
    i	i	·
- O=C(CCc1nnc2ccc(NCc3ccccc3)nn12)N1CCC2(CC1)OCCO2
    i	i	10
- COc1cccc(NP(=O)(Oc2ccccc2Cl)Oc2ccccc2Cl)c1
    i	i	·
- COP(=O)(OC)C(Nc1ccccc1)c1ccccc1 (stereo not drawn)
    i	i	2.0

(list continues)
Value order: CHT inh	CHT allo act	STK33 inh
- Cc1ccc(-c2nc3ccccc3c(=O)n2-c2ccc(O)cc2)cc1
    i	i	-0.8
- Cc1c(N=Nc2c(O)[nH]c(=O)[nH]c2=O)c(=O)n(-c2ccccc2)n1C
    i	i	-4.1
- NCC(O)c1ccc(O)cc1 (stereo not drawn)
    i	i	0.4
- Cn1c(O)c(C(c2ccncc2)c2c(O)n(C)c(=S)n(C)c2=O)c(=O)n(C)c1=S
    i	i	1.9
- CCc1nc2ccccc2c(=O)n1-c1cccc(OC)c1
    i	i	-1.8
- CC(=O)NN1C(=O)c2ccccc2NC1c1cccnc1 (stereo not drawn)
    i	i	-2.4
- O=C(c1ccc2nc(-c3ccco3)c(-c3ccco3)nc2c1)N1CCC2(CC1)OCCO2
    i	i	3.5
- CC1(C)CN2C(c3ccc(Cl)cc3)N2C1 (stereo not drawn)
    i	i	-1.9
- COc1cccc(C2CCN(CC(=O)Nc3cc(Cl)ccc3OC)CC2O)c1 (stereo not drawn)
    i	i	0.6
- COc1cc2nc(CN3CC=C(c4ccccc4)CC3)[nH]c(=O)c2cc1OC
    i	i	6.3
- CN(C)CCCN=Cc1c(O)n(CCc2ccccc2)c(=O)[nH]c1=O
    i	i	0.7
- N[C@@H](Cc1ccc(N(CCCl)CCCl)cc1)C(=O)O
    i	i	-0.4
- O=C(c1cc(-c2ccc(Cl)cc2)n(-c2ccc(Cl)cc2Cl)n1)N1CCOCC1
    i	i	-0.7
- COc1cc2occc2c2oc(=O)ccc12
    i	i	-0.2
- O=C(O)CSC(=S)N1CC2CC(C1)c1cccc(=O)n1C2 (stereo not drawn)
    i	i	-1.7
- COc1ccc(C(=O)OC2C[C@H]3CC[C@@H](C2)N3O)cc1OC (stereo partly drawn)
    i	i	-0.5
- CN1CC(C(=O)c2ccc([N+](=O)[O-])cc2)C(c2ccc(Cl)cc2)C1 (stereo not drawn)
    i	i	0.0
- C[C@H](NC(=O)CCC(=O)N1C[C@H]2C[C@H](C1)c1cccc(=O)n1C2)c1ccccc1
    i	i	0.6
- O=C1NC(=O)C(CCc2ccccn2)(Cc2ccc3c(c2)OCO3)C(=O)N1CCc1ccccc1 (stereo not drawn)
    i	i	-1.0
- CCCC[N+]12CCC(CC1)C(C(=O)c1cccs1)C2 (stereo not drawn)
    i	i	-1.7

No new results follow: an excerpt of the list.
Value order: CHT inh	CHT allo act	STK33 inh
- Cc1ccc(-c2nc3ccccc3c(=O)n2-c2ccc(O)cc2)cc1
    i	i	-0.8
- Cc1c(N=Nc2c(O)[nH]c(=O)[nH]c2=O)c(=O)n(-c2ccccc2)n1C
    i	i	-4.1
- NCC(O)c1ccc(O)cc1 (stereo not drawn)
    i	i	0.4
- Cn1c(O)c(C(c2ccncc2)c2c(O)n(C)c(=S)n(C)c2=O)c(=O)n(C)c1=S
    i	i	1.9
- CCc1nc2ccccc2c(=O)n1-c1cccc(OC)c1
    i	i	-1.8
- CC(=O)NN1C(=O)c2ccccc2NC1c1cccnc1 (stereo not drawn)
    i	i	-2.4
- O=C(c1ccc2nc(-c3ccco3)c(-c3ccco3)nc2c1)N1CCC2(CC1)OCCO2
    i	i	3.5

The list goes on:
Value order: CHT inh	CHT allo act	STK33 inh
- CC1(C)CN(S(=O)(=O)OCC(Cl)(Cl)Cl)C(=O)N1
    i	i	-0.8
- CCCCOP(=O)(OCCCC)/C(C#N)=C(/C)O
    i	i	-0.9
- Cc1ccc(C)c(NC(=S)NCCc2cnc[nH]2)c1
    i	i	-1.0
- COC1=C[C@@H]2C3=C([C@@H]2C1=O)[C@@H](NC(C)=O)CCc1cc(OC)c(OC)c(OC)c13
    i	i	-2.1
- COc1cc(C(=O)NC(=S)N2C[C@H]3C[C@H](C2)c2cccc(=O)n2C3)cc(OC)c1OC
    i	i	-2.4
- Cc1cccc(-n2c(/C=C/c3ccccn3)nc3ccccc3c2=O)c1
    i	i	-1.3
- CN1CCCN(C(=O)COc2ccc(Br)cc2)CC1
    i	i	-1.3
- COC(=O)c1ccccc1N=Cc1c(O)[nH]c(=O)[nH]c1=O
    i	i	-0.1
- O=C1N(CN2CCOCC2)c2ccccc2C1(O)c1c[nH]c2ccccc12 (stereo not drawn)
    i	i	1.1
- CCOc1ccc(-n2c(-c3ccoc3)nc3ccccc3c2=O)cc1
    i	i	·
- CCN1CCN(c2ccc([N+](=O)[O-])cc2C=C2C(=O)NC(=O)NC2=O)CC1
    i	i	0.6
- COc1ccc2[nH]c(C)c(CCN3CCC(=O)C(C)C3C)c2c1 (stereo not drawn)
    i	i	-1.9
- O=C(c1n[nH]c(=O)c2ccccc12)N1CCC2(CC1)OCCO2
    i	i	-1.8
- CCOP(=O)(Cc1cc(C(C)=O)c(C)o1)OCC
    i	i	-2.0
- Cn1nc(-c2ccc(OCC(=O)N3CCN(Cc4ccccc4)CC3)cc2)c2ccccc2c1=O
    i	i	0.7&0.0
- COc1cccc(-c2nn(CCC#N)cc2C(=O)Nc2ccccc2Cl)c1
    i	i	1.3
- COc1ccc(C(=O)N2CCC3(CC2)OCCO3)cc1
    i	i	-1.8
- Cc1nc2ncnn2c(C)c1CCC(=O)N1CCC2(CC1)OCCO2
    i	i	0.3
- CCOP(=O)(Cc1cc(C(=O)CC)c(C)o1)OCC
    i	i	3.2
- CN1C[C@H](CNC(=O)OCc2ccccc2)C[C@@H]2c3cccc4c3c(cn4C)C[C@H]21
    i	i	-2.0

Exported as labelled records: entries from further up
> COC1=C[C@@H]2C3=C([C@@H]2C1=O)[C@@H](NC(C)=O)CCc1cc(OC)c(OC)c(OC)c13
  CHT inh: i
  CHT allo act: i
  STK33 inh: -2.1

> CCOc1ccc(-n2c(-c3ccoc3)nc3ccccc3c2=O)cc1
  CHT inh: i
  CHT allo act: i
  STK33 inh: ·

Additional results follow.
Value order: CHT inh	CHT allo act	STK33 inh
- N#CCCn1cc(C(=O)Nc2ccccc2Cl)c(-c2ccc([N+](=O)[O-])cc2)n1
    i	i	-0.9
- COc1ccc(OC)c(-n2c(O)c(/C=C3\C(C)=Nc4ccccc43)c(=O)[nH]c2=O)c1
    i	i	-0.9
- CNC(=S)N(C)CCc1cc2c(c(OC)c1C=C1C(=O)NC(=O)NC1=O)OCO2
    i	7.3*	-0.5
- Nc1ccccc1C(=O)OC1CSC1
    i	i	-0.1
- C[N+]12CCC(CC1)C(C(O)(c1cccc(Cl)c1)c1cccc(Cl)c1)C2 (stereo not drawn)
    i	i	-1.2
- NCCc1nc2ccccc2s1
    i	i	0.9
- CCOc1ccc(N=Cc2c(O)n(C(C)(C)C)c(=O)[nH]c2=O)cc1
    i	i	-3.7
- CCCN(CC#CCO)CCC
    i	i	-1.4

Only part of the results is shown (hit frequency here may not be typical).
